High-throughput results deposited in PubChem BioAssay by several laboratories.
EphB4 ephrin blk: EphB4-ephrin-B2 interaction antagonists, primary screen, biochemical, TNYL-RAW peptide probe, fluorescence polarization. inhibition, % at 7 µM. Ephrin type-B receptor 4 (Homo sapiens), P54760. 97,000 compounds, 0.15% hits. EphB4 LBD / TNYL-RAW-Alexa532 peptide;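 active = inhibition above the screen-wide mean inhibition plus 3 SD, cut at about 15% in these data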;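 also: 0% = DMSO wells and 100% = excess unlabeled TNYL-RAW peptide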
Target sequence (P54760 whole entry, looked up, the tested form may be a part): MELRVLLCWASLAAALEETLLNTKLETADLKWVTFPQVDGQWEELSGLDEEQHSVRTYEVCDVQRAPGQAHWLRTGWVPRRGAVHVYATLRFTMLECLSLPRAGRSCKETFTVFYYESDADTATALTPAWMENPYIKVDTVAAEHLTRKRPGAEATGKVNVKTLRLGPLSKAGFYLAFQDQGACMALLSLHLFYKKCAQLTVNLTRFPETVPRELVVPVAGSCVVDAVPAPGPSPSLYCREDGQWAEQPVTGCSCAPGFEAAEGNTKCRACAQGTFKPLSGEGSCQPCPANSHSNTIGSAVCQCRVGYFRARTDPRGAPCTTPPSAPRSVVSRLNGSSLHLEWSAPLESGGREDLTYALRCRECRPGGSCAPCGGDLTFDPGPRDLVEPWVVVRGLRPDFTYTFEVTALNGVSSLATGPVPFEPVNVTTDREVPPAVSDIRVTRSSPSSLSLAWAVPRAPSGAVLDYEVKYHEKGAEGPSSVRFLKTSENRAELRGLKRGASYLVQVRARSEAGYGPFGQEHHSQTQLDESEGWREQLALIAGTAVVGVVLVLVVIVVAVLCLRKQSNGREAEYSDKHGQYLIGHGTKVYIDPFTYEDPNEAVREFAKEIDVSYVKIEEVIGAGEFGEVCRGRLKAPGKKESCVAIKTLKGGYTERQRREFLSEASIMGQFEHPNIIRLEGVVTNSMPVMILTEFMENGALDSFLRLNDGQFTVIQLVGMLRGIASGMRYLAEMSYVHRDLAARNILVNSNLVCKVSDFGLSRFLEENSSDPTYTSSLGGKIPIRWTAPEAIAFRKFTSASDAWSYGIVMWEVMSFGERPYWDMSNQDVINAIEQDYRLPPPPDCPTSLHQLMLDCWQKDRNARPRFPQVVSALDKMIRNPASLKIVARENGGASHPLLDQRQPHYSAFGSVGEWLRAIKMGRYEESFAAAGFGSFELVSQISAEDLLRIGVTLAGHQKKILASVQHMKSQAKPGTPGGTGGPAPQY
CYP2C9 inh: blockers of cytochrome P450 2C9 activity – biochemical, luminescence, ADME assay, primary screen; AID 777, 2007; CYP2C9 Supersomes, luciferin-H conversion; P11712; inhibition, % at 5 µM; 96,000 compounds, 20% hits;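 active = blocking of liver enzyme CYP2C9 beyond about 50% at 5 µM, limit read from the data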; also: values of inactives mirror those of a sister screen read the other way
PLAP activator: PLAP enzyme activators, biochemical, luminescence, HTS | Alkaline phosphatase, placental type (Homo sapiens), P05187 | purified PLAP enzyme, luminescent substrate read-out; hits give high values | activation fold at 20 µM | 96,000 compounds, 1.2% hits; in the data active = activation fold above about 2
CYP2C19 activ: human CYP2C19 activators, primary screen, biochemical, luminescence; 96,000 tested, under 10 active; Cytochrome P450 2C19 (Homo sapiens), P33261; activation factor at 5 µM; recombinant CYP2C19, luciferin-H EGE luminescence; hits give high values; 0 = fully inhibited enzyme, 1 = untreated enzyme;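 active = activation factor of at least 2 at 5 µM in the primary screen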;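 also: 0 = wells with 2.5 mM tranylcypromine and 1 = vehicle-only wells; values of inactives mirror those of a sister screen read the other way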
CYP2C19 inhib: blockers of cytochrome P450 2C19 activity – biochemical, luminescence, ADME assay, primary screen; AID 778, 2007; inhibition, % at 5 µM; P33261; 96,000 compounds, 21% hits; CYP2C19 Supersomes, luciferin-H EGE luminescence, 30 min;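 active = CYP2C19 inhibition above a set limit at 5 µM in the primary screen, cut at about 50% in these data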;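 also: plate controls were negative control wells for no effect and 2.5 mM tranylcypromine positive control for full effect; values of inactives mirror those of a sister screen read the other way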
PLK1 kinase inh: human PLK1 kinase inhibitors, primary screen, biochemical, TR-FRET; Serine/threonine-protein kinase PLK1 (Homo sapiens), P53350; recombinant PLK1 kinase, TR-FRET peptide phosphorylation; inhibition, % at 10 µM; 97,000 compounds, 0.53% hits; AID 619, 2007;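 active = inhibition of 50% or more in the single-concentration screen; inactive = inhibition below 50%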;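 also: 0% = DMSO max control and 100% = H-89 dihydrochloride min control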
Plk1 PBD FP: Plk1 polo box domain binding inhibitors, primary screen, biochemical, fluorescence polarization | Serine/threonine-protein kinase PLK1 (Homo sapiens), P53350 | Plk1 PBD phosphopeptide binding | inhibition, %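 (tested at about 20 µM)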 | 97,000 compounds, 0.13% hits; in the data active = inhibition above about 34%, passing the limit was not always enough
CYP2C9 act: human CYP2C9 activators, primary screen, biochemical, luminescence; AID 1024, 2008; recombinant CYP2C9, luciferin-H conversion; hits give high values; factor 1 = untreated enzyme, 0 = blocked; 96,000 compounds, 1.4% hits; activation factor at 5 µM; Cytochrome P450 2C9 (Homo sapiens), P11712;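 active = activation factor of 2 or more for CYP2C9 at a 5 µM dose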;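 also: 0 = sulfaphenazole-blocked wells and 1 = vehicle-only wells; values of inactives mirror those of a sister screen read the other way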
Rev-RRE block: HIV-1 Rev-RRE binding inhibitors, primary screen, biochemical, FRET, protein-RNA interaction | 97,000 compounds, 0.79% hits | P05866 | inhibition, % at 8 µM | Rev peptide-RRE RNA binding;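 active = inhibition above the screen-wide mean plus 3 SD, cut at about 35% in these data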;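 also: 0% = median DMSO wells and 100% = median Neomycin B control wells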
Target sequence (P05866 whole entry, looked up): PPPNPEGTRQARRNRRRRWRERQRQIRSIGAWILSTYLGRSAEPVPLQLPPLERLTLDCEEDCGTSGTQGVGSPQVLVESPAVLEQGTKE
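Material: labelled RRE RNA duplex and labelled Rev peptide / Buffer or medium: HEPES pH 7.5 salt buffer with EDTA / Compound dosing: single point, 8 µM final nominal compound concentration / Benchmarks: DMSO low control, neomycin B high control / Timing: 5 min preincubation and 15 min binding, 25 °C / Technique: FRET fluorescence readout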
* = called active by the depositor; / = not tested or not shown; [ ] = another dose, or the depositor's remark.

CYP2C9 inh	Rev-RRE block	PLK1 kinase inh	CYP2C19 activ	Compound	EphB4 ephrin blk	Plk1 PBD FP	CYP2C19 inhib	CYP2C9 act	PLAP activator
29	4	-14	0.6	CC(C)Nc1nc(N(c2ccccc2)c2ccccc2)nc(-n2ccnc2)n1	-10	-17	39	0.7	1
-3	1	-16	0.9	CCC1(CC)Cc2ccccc2-c2nc(CN3CCOCC3)[nH]c(=O)c21	-5	-19	12	1	1.7
-163	/	-12	0.6	O=C(C1CCN(S(=O)(=O)c2cccc3cccnc23)CC1)N1CCCC1	/	-13	36	2.6*	1.3
2	15	-2	1	O=c1cc(CO)oc(C(Nc2ccccn2)c2ccsc2)c1O (stereo unspecified)	-6	4	0	1	1.1
18	10	5	0.9	Clc1ccc(OCCCCSc2ncccn2)cc1	-8	2	10	0.8	0.8
34	7	-5	0.6	c1ccc(C2=Nc3ccccc3SC2c2nc3ccccc3[nH]2)cc1 (stereo unspecified)	7	-11	45	0.7	1.6
17	8	-15	0.9	COc1ccccc1NC1=C(Cl)C(=O)N(C2CCCCC2)C1=O	-5	14	13	0.8	1
/	138*[fluorescence artefact?]	14	/	CCNc1ccc2noc3c2c1C(=O)c1ccccc1-3	95*[fluorescence artefact?]	7	/	/	/
30	/	/	0.6	CCOC(=O)c1[nH]c(C)c(C(=O)NCc2ccc(Cl)cc2)c1C	/	/	36	0.7	0.8
49	4	13	0.6	COC(=O)c1ccc2c(=O)n(CC3CCCO3)c(SCC(=O)Nc3ccccc3Cl)nc2c1 (stereo unspecified)	-1	-15	37	0.5	1
39	8	-2	0.9	O=c1c2c(nc3c(-c4ccccc4)c[nH]n13)CCC2	0	-15	9	0.6	1.2
69*	1	-1	1	Cc1cccc(-c2cc(C(=O)Nc3sc(C)c(C)c3C(N)=O)c3ccccc3n2)c1	-4	5	0	0.3	1.1
24	21	-5	0.6	Cn1nc(-c2ccccc2)c(CSc2ccccc2Cl)c1Cl	1	-14	36	0.8	1.1
11	10	-28	0.8	CCCCCC1CC(CC(=O)O)C(=O)O1 (stereo unspecified)	0	-13	17	0.9	1
55*	0	3	0.2	Cc1ccnc(NC(=O)CCC2COc3ccccc3O2)c1 (stereo unspecified)	4	0	82*	0.5	0.8
93*	10	-5	0	CC(=O)C1=C(C)NC(SCC(=O)c2ccccc2)=C(C#N)C1c1ccco1 (stereo unspecified)	-1	1	99*	0.1	1.2

Ordered by count of non-hydrogen atoms (smallest number first): some entries from above
CYP2C9 inh	Rev-RRE block	PLK1 kinase inh	CYP2C19 activ	Compound	EphB4 ephrin blk	Plk1 PBD FP	CYP2C19 inhib	CYP2C9 act	PLAP activator
39	8	-2	0.9	O=c1c2c(nc3c(-c4ccccc4)c[nH]n13)CCC2	0	-15	9	0.6	1.2
24	21	-5	0.6	Cn1nc(-c2ccccc2)c(CSc2ccccc2Cl)c1Cl	1	-14	36	0.8	1.1
49	4	13	0.6	COC(=O)c1ccc2c(=O)n(CC3CCCO3)c(SCC(=O)Nc3ccccc3Cl)nc2c1 (stereo unspecified)	-1	-15	37	0.5	1

Continued.
CYP2C9 inh	Rev-RRE block	PLK1 kinase inh	CYP2C19 activ	Compound	EphB4 ephrin blk	Plk1 PBD FP	CYP2C19 inhib	CYP2C9 act	PLAP activator
37	/	/	1	CC1(C)Cc2nc3sc4c(=O)n(CC(=O)NCc5ccco5)cnc4c3cc2CO1	/	/	-3	0.6	1.1
-4	4	-5	1.2	Cc1ccc(NC(=S)NNC(=O)CCn2cc(C)cn2)cc1	1	0	-16	1	2.4*
-18	0	0	1	CCOC(=O)Nc1ccc2c(c1)N(C(=O)CCN1CCN(C)CC1)c1ccccc1S2	2	22	0	1.2	1.5
-4	/	/	0.7	COc1ccccc1CNC(=O)COC(=O)c1ccc(NC(N)=O)cc1	/	/	25	1	0.8
/	10	-5	/	CCc1ccccc1NS(=O)(=O)c1ccc2[nH]cc(C(=O)NCC3CCCO3)c(=O)c2c1 (stereo unspecified)	1	1	/	/	/
-6	/	/	1.1	CC(Sc1nncn1C)C(=O)Nc1nnc(C(C)C)s1 (stereo unspecified)	/	/	-8	1.1	1.1
/	8	-6	/	COc1ccccc1Nc1nc2ccccc2n1C	-2	-11	/	/	/
13	8	-4	0.6	O=C(NCc1cccs1)C1CCCN(c2nc3ccccc3o2)C1 (stereo unspecified)	-1	-3	39	0.9	0.8
/	8	-7	/	CCCN1CCN(C(=O)Cn2cccc2C(=O)c2ccccc2)CC1	6	15	/	/	/
-4	10	-2	0.6	Cc1c(NC(=O)COC(=O)c2cc3c4ccccc4n(C)c3s2)c(=O)n(-c2ccccc2)n1C	12	-14	42	1	1.2
-1	6	-2	1.1	CCn1c(COc2ccc(Cl)cc2)nnc1SCC(=O)Nc1ccc2c(c1)OCCO2	-7	6	-8	1	1
13	-5	1	0.9	O=C(COc1ccc(Cl)cc1Cl)N/N=C1\CCCc2ccccc21	1	-21	13	0.9	0.9
98*	15	-9	0	Cc1noc(C)c1COC(=O)c1ccccc1NC(=O)Cc1ccccc1	-12	4	99*	0	1.2
11	4	-7	0.7	O=C1C(Cl)=C(N2CCCCC2)C(=O)N1c1ccccc1	-1	-13	25	0.9	1
-24	4	-6	1	Cc1cc(C)nc(Nc2n[nH]c(-c3cccc4ccccc34)n2)n1	4	-10	3	1.2	1.9
89*	-9	-4	0.5	N#C/C(C(N)=O)=c1/ccc2c(c1)N1C3=C(CCCC3)CC3CCCCC31N=2 (stereo unspecified)	-5	-68	54*	0.1	1.2

Random excerpt: 7 compounds from above, in no set order.
CYP2C9 inh	Rev-RRE block	PLK1 kinase inh	CYP2C19 activ	Compound	EphB4 ephrin blk	Plk1 PBD FP	CYP2C19 inhib	CYP2C9 act	PLAP activator
11	4	-7	0.7	O=C1C(Cl)=C(N2CCCCC2)C(=O)N1c1ccccc1	-1	-13	25	0.9	1
/	8	-7	/	CCCN1CCN(C(=O)Cn2cccc2C(=O)c2ccccc2)CC1	6	15	/	/	/
-1	6	-2	1.1	CCn1c(COc2ccc(Cl)cc2)nnc1SCC(=O)Nc1ccc2c(c1)OCCO2	-7	6	-8	1	1
13	-5	1	0.9	O=C(COc1ccc(Cl)cc1Cl)N/N=C1\CCCc2ccccc21	1	-21	13	0.9	0.9
89*	-9	-4	0.5	N#C/C(C(N)=O)=c1/ccc2c(c1)N1C3=C(CCCC3)CC3CCCCC31N=2 (stereo unspecified)	-5	-68	54*	0.1	1.2
-24	4	-6	1	Cc1cc(C)nc(Nc2n[nH]c(-c3cccc4ccccc34)n2)n1	4	-10	3	1.2	1.9
-4	10	-2	0.6	Cc1c(NC(=O)COC(=O)c2cc3c4ccccc4n(C)c3s2)c(=O)n(-c2ccccc2)n1C	12	-14	42	1	1.2

(more compounds)
CYP2C9 inh	Rev-RRE block	PLK1 kinase inh	CYP2C19 activ	Compound	EphB4 ephrin blk	Plk1 PBD FP	CYP2C19 inhib	CYP2C9 act	PLAP activator
25	10	-2	0.7	COc1ccc(OCCCC(=O)Nc2cccnc2)cc1	6	-2	26	0.8	0.9
33	-5	-5	1.1	CCOc1ccc(N(CC(=O)NC2CCCC2)S(=O)(=O)c2c(C)[nH]c(=O)[nH]c2=O)cc1	0	15	-6	0.7	1.4
-10	3	-17	1.2	CCCCN(C)CCCNC(=O)CC1Oc2ccccc2NC1=O (stereo unspecified)	-4	-2	-22	1.1	1
/	6	-18	/	Cc1ccc2c(c1)c1c(n2CC(O)Cn2ccnc2C)C(=O)CCC1 (stereo unspecified)	5	-15	/	/	/
0	3	2	1	COc1ccc(N2CCN(C3CC(=O)NC3=O)CC2)cc1 (stereo unspecified)	-2	0	2	1	0.9
85*	21	-15	0.2	COc1cc2c(C#N)c(N3CCc4ccccc4C3)nc(N)c2c(N)n1	-10	-11	81*	0.2	1.4
11	/	/	0.8	CC1CCCN(Cc2nc3c(c(=O)n(C)c(=O)n3C)n2CC(=O)c2ccccc2)C1 (stereo unspecified)	/	/	16	0.9	1.4
22	/	/	0.6	COC(=O)c1ccc(CSc2nncn2C)cc1	/	/	40	0.8	0.9
35	7	-4	0.6	Cc1ccc(N(CC(=O)NC2CCCCCC2)S(=O)(=O)c2c(C)nn(C)c2C)cc1	-9	-18	42	0.7	1.4
-7	10	-2	1	Cc1ccc(CN2CC(C(=O)O)CC2=O)cc1 (stereo unspecified)	3	12	4	1.1	0.9
73*	-1	-12	0.8	CC(C)=CC(=O)Nc1ccc(Br)cc1	4	-2	23	0.3	0.9
-2	0	-12	0.9	Cc1ccc(S(=O)(=O)N2CCN(CC(=O)NC(=O)NCc3ccccc3)CC2)cc1C	4	7	11	1	0.8
48	11	-52	0.6	FC(F)(F)c1ccc(N2CCN(c3cc(-c4ccccc4)nc4ncnn34)CC2)nc1	1	9	39	0.5	0.9
8	7	-2	0.9	CCN(CC)CCCN1C(=O)C(O)=C(C(=O)c2ccco2)C1c1ccc(OC(C)C)cc1 (stereo unspecified)	2	-29	6	0.9	1.6
8	3	-4	0.9	Cn1c(=O)[nH]c(=O)c2c1nc(NCCCO)n2Cc1ccc(F)cc1	-2	4	10	0.9	1.1
33	4	-6	0.7	COc1cccc(C(=O)COC(=O)C(C)N2C(=O)C3C4C=CC(C4)C3C2=O)c1 (stereo unspecified)	3	7	30	0.7	1.2
2	/	/	1	CC(=O)COC(=O)c1cccc(N2C(=O)C3C4C=CC(C4)C3C2=O)c1 (stereo unspecified)	/	/	-2	1	0.9
-38	8	-5	1.1	CCOC(=O)C(C(=O)OCC)N(C#N)c1nc(C)cc(C)n1	0	-17	-8	1.4	1.2
0	0	-3	0.9	COC(=O)c1sc(NC(=O)c2cc3c(s2)CCCC3)nc1C	1	-4	11	1	0.9
11	12	2	0.3	CC(C/C=N/NC(=O)COc1cc(Cl)ccc1Cl)c1ccccc1 (stereo unspecified)	-3	6	70*	0.9	1
-13	2	-8	0.8	CCN(CC(=O)Nc1ccccc1OC)C(=O)C1CC2C=CC1C2 (stereo unspecified)	0	-26	18	1.1	0.8
16	-5	-19	1	Cc1ccc(CSc2nnc3c(n2)OC2(Nc4ccccc4-3)C(=O)Nc3ccc(F)cc32)cc1 (stereo unspecified)	-7	19	0	0.8	1.1
29	3	-9	0.4	Cc1c(F)cccc1NS(=O)(=O)c1ccccc1C#N	5	14	59*	0.7	1.3
-22	9	-13	1.3	CCOC(=O)CSc1nc(C)cc(=O)[nH]1	3	-15	-26	1.2	1.1
20	7	-5	1	Cc1noc(C)c1S(=O)(=O)N1CCCC(C(=O)NCC2CCCO2)C1 (stereo unspecified)	1	11	-2	0.8	1
21	12	-4	1	CC(C)(C)c1ccc(C(=O)CSc2nc3ccccc3c(=O)[nH]2)cc1	2	9	-4	0.8	1.1
/	3	-7	/	COc1ccc(OC)c(NC(=O)CSc2nc3ccccc3c(=O)n2CCNC(C)=O)c1	3	-14	/	/	/
2	-3	-3	1.1	CC(C)(C)NCc1ccccc1OCc1cccs1	6	4	-8	1	0.8
4	11	1	0.7	Cc1ccc(CNC(=O)[C@@H]2CCC(=O)N2Cc2ccco2)cc1	3	-15	32	1	1.3
/	6	-11	/	Cc1cc(C)c(C(N)=O)c(Nc2cccc(Cl)c2)n1	-1	-22	/	/	/
